mHTT CaM bind: mHTT-calmodulin interaction abrogation; P42858; AlphaScreen His-mHTT/GST-CaM binding, luminescence; inhibition, % at 15 µM; hit rate 3.6% among 190,000;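 also: 0% = both proteins with DMSO and 100% = one protein alone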
Target sequence (P42858 whole entry, looked up, stated change not applied): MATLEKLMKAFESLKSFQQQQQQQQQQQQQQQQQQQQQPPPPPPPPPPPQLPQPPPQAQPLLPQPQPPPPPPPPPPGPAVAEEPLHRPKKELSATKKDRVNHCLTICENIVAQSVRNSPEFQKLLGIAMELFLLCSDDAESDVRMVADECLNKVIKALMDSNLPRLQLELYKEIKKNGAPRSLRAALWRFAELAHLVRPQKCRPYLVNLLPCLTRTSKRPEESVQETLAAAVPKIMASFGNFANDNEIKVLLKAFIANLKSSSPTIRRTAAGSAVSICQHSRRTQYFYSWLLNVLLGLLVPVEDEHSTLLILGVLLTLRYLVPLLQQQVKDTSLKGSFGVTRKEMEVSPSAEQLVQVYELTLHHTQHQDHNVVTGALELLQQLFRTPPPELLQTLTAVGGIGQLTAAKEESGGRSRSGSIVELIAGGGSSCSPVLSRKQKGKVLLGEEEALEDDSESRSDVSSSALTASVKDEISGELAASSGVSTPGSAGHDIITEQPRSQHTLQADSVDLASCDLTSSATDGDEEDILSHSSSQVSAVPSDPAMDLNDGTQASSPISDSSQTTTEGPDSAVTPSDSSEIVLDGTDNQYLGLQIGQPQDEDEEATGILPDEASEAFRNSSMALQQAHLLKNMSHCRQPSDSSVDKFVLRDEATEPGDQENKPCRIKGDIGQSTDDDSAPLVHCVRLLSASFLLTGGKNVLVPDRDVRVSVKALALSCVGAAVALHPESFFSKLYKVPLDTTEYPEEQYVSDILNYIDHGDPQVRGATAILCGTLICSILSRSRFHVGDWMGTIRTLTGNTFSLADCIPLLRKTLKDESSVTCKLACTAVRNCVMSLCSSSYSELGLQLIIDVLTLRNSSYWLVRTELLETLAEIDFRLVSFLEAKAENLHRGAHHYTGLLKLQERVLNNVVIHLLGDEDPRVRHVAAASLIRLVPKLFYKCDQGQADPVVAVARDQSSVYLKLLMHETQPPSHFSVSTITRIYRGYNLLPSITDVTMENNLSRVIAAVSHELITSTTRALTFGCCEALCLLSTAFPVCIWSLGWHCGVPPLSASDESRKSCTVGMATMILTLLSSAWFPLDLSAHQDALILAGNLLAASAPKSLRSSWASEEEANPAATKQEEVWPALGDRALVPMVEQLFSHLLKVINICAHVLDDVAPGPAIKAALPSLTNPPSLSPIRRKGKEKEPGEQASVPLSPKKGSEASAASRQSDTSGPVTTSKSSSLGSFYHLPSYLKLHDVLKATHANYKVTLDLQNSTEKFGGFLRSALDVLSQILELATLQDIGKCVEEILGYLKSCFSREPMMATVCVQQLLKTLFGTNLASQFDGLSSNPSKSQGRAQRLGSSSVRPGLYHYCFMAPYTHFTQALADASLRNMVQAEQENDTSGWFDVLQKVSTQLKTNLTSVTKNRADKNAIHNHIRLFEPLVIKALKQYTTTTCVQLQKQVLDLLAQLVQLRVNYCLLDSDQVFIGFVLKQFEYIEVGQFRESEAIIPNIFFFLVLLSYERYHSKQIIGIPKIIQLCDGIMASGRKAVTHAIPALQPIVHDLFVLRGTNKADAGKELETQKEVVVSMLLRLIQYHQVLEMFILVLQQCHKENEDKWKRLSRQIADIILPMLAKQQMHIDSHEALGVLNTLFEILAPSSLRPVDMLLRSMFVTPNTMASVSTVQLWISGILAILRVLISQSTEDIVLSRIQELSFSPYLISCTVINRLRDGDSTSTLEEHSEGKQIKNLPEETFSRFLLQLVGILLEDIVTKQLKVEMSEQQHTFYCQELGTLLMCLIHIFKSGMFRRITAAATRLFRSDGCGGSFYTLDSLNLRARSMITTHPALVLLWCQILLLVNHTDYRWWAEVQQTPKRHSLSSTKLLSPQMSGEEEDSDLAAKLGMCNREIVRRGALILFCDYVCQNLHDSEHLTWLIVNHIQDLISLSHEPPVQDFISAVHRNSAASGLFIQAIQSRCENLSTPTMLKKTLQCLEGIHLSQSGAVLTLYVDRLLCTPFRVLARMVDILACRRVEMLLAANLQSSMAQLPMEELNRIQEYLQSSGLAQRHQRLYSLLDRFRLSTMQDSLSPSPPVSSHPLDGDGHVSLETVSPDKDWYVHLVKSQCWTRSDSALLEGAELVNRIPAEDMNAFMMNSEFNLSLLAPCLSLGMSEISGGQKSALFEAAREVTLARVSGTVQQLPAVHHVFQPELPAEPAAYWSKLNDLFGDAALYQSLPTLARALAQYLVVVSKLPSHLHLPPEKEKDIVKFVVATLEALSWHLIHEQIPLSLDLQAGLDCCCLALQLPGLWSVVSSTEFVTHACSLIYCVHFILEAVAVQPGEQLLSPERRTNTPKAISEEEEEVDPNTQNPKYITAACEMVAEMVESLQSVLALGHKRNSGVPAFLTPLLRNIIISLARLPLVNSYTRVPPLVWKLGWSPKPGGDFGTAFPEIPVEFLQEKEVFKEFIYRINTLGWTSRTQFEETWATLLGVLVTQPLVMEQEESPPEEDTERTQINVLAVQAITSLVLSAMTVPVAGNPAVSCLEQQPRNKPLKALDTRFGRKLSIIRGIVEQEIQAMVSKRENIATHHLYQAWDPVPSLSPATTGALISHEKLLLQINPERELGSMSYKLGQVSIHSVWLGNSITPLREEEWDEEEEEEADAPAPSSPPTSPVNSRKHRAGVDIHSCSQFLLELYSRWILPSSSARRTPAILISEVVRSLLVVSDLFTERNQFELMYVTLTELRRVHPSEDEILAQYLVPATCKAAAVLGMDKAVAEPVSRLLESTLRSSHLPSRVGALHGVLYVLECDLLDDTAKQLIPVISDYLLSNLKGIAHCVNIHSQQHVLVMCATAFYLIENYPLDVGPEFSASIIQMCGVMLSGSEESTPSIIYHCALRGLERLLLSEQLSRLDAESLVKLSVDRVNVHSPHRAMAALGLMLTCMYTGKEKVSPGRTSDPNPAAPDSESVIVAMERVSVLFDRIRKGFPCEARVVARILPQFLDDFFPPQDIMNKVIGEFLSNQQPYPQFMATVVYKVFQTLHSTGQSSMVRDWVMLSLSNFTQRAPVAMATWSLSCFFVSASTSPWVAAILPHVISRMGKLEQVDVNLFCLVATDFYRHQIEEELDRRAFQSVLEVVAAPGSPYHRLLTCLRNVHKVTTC
Pf apPOL block: Pf-apPOL DNA polymerase inhibition | hit rate 0.25% among 210,000 | inhibition, % at 10 µM | Recombinant Pf-apPOL, molecular beacon fluorescence, 1.5 h
* marks the source's active call; other numbers are inactive results; nt = not tested or not shown; & = joins results of further samples. Rule as the data show it: active = inhibition above about 50%; inactive = the rest. This is a random part of the collection. Share with any hit: about 3.7%.

SMILES	mHTT CaM bind	Pf apPOL block
O=C(O)c1ccc(NS(=O)(=O)c2cccc(C(=O)Nc3ccccc3[N+](=O)[O-])c2)cc1	6	-2
O=C(CN1C(=O)C(c2ccc(F)cc2)=NC12CCCC2)Nc1ccc(Cl)cc1	11	-7
COc1ccc(C2CCC3(CCC(=O)N3CCO)CC2)cc1 (stereo not drawn)	-6	-5
Cc1cccc(C2CC(c3ccc(Cl)cc3)Nc3ncnn32)c1 (stereo not drawn)	23	-1
O=S(=O)(NCc1ccc(Cl)cc1Cl)c1cccs1	-19	-8
COc1ccc(OC)c(NC(=O)c2c(NCc3ccncc3)sc3c2CCC(C)C3)c1 (stereo not drawn)	72*	-18
CC(O)/C=C/c1ccc2ccccc2n1 (stereo not drawn)	3	2
N#CCCS(=O)(=O)c1ccc(N)cc1	-1	49
COc1ncccc1CNS(=O)(=O)N(C)C	-8	3
CC(C)=CCOc1ccc2oc(C)c(C(=O)OC(C)C)c2c1	-82	-7
CC(=O)Nc1cc(Sc2ccc(Cl)cc2)c(F)cc1[N+](=O)[O-]	nt	4
Cc1ccccc1Cn1cc(CN2[C@H](Cc3ccccc3)COc3cc(Br)ccc3S2(=O)=O)nn1	-6	-5
CCOC(=O)CNC(=O)c1cccnc1Oc1ccc(Cl)cc1	nt	-2&-6
COc1cccc(CNc2nccn3cncc23)c1	20	-8
COc1ccc(N2C(=O)C(O)=C(C(C)=O)C2c2ccc(OC)c(OC)c2)cc1 (stereo not drawn)	0	-33
Cc1ccc(NC(=O)N2CCc3c(c(COc4ccccc4)nn3C)C2)cc1C	31	-1
C(=Nc1cnc2ccccc2c1)c1c2n(c3ccccc13)CCCN2	12	18
CCC1(CC)Cc2ccccc2C2=C(C(=O)N3CCCCCC3)C(=O)C(=O)N21	4	-4
COc1ccc(CNC(=O)O[C@H]2CC[C@@]34CCCN3C(=O)CCC[C@H]4C2)cc1	-2	-2
CS(=O)(=O)N(CC(=O)Nc1ccc2c(c1)OCO2)c1ccc(I)cc1	23	-18
CC1C(=O)N(c2ccc(F)c(Cl)c2)CCN1C(=O)CCc1ccccc1 (stereo not drawn)	14	-4
CCCCOc1ccccc1/C=c1\sc2nc(-c3ccncc3)nn2c1=O	12	1
O=C(Nc1ccc(NC(=O)c2cccs2)c(Cl)c1)c1ccccc1	-2	0
Cc1cc(Oc2cc(C#N)c3ccccc3n2)ccc1Cl	-9	-3
COc1cc(CN2CCN(Cc3ccccc3)CC2)c([N+](=O)[O-])cc1OC	5	-3
OCC1OC(Nc2ccccc2)CC1O (stereo not drawn)	6	nt
O=C(NCc1cccc(Cl)c1)c1c[nH]c2ncccc12	7	0
C=CCn1c(SCC(=O)NNC(=S)Nc2ccccc2)nnc1-c1ccccc1	nt	-86
Cc1noc(C2CN(C(=O)Cc3cccc(F)c3)CC23CCN(C)CC3)n1 (stereo not drawn)	4	-5
COc1cc(C2Nc3c(C)cccc3C3C=CCC32)cc(Br)c1OC (stereo not drawn)	0	-2
CC1=C(C(=O)Nc2cccc(F)c2)C(c2ccccc2Cl)C2=C(CCCC2=O)N1 (stereo not drawn)	-3	-2
O=C(C1CC1)N1CCc2cc(Br)cc(S(=O)(=O)NCc3ccc(F)cc3)c21	9	0
Cc1nn(C)c(C)c1Nc1n[nH]c(N)n1	nt	-9
CC(C)(C)C(O)CCNC(=O)c1cnccn1 (stereo not drawn)	-10	-2
COc1ccc(NC(=O)c2cnc(N3CCN(c4ccccn4)CC3)c3ccccc23)cc1OC	34	-4
Cc1cc(C)n(-c2ccc(=O)n(C(C)C(=O)Nc3cc(C)on3)n2)n1 (stereo not drawn)	-3	2
COc1ccc(-c2c(C(=O)N3CCOCC3)nc3ccccn23)cc1	0	0
Cc1[nH]n(-c2ccc([N+](=O)[O-])cc2)c(=O)c1C=NC1CCCC1	8	-6
Cc1cccc2nnc(N3CCN(C(=O)c4ccsc4)CC3)n12	-2	-3
COc1ccc(OC)c(C2C3=C(CC(C)(C)CC3=O)NC3=C2C(=O)c2ccccc23)c1 (stereo not drawn)	41	-5
CCN(CC)CCN(C)Cc1cccc(F)c1	-1	-4
COc1ccc(N2CCN(C(=O)c3ccc(-c4cccnc4)nc3)CC2)cc1	3	1
O=C(c1cccnc1)N1CCN(c2ncnc3c2CCC3)CC1	0	2
Cc1cc(=O)oc2c3c4c(cc12)CCCN4CCC3	nt	-2
O=C(CSc1ccccn1)Nc1ccccc1C(F)(F)F	-15	2
O=[N+]([O-])c1ccc(S(=O)(=O)Nc2cnc3ccccc3c2)cc1	0	-5
Cc1ccc(S(=O)(=O)NCC2CCN(C(=O)Oc3ccccc3)CC2)s1	-7	-2
CC(C)(C)C(=O)NCc1cccnc1-c1ccc(F)cc1	-14	0

Nothing new here: an excerpt of the list.
SMILES	mHTT CaM bind	Pf apPOL block
COc1ccc(-c2c(C(=O)N3CCOCC3)nc3ccccn23)cc1	0	0
Cc1[nH]n(-c2ccc([N+](=O)[O-])cc2)c(=O)c1C=NC1CCCC1	8	-6
Cc1cccc2nnc(N3CCN(C(=O)c4ccsc4)CC3)n12	-2	-3
COc1ccc(OC)c(C2C3=C(CC(C)(C)CC3=O)NC3=C2C(=O)c2ccccc23)c1 (stereo not drawn)	41	-5
CCN(CC)CCN(C)Cc1cccc(F)c1	-1	-4
COc1ccc(N2CCN(C(=O)c3ccc(-c4cccnc4)nc3)CC2)cc1	3	1

(continued)
SMILES	mHTT CaM bind	Pf apPOL block
COc1ccc(C(=O)/C=C/Nc2ccc(S(=O)(=O)Nc3nccnc3OC)cc2)cc1OC	17	1
O=C(NCc1cc(F)ccc1F)C1CCCN(c2nnc3ccccn23)C1 (stereo not drawn)	0	-4
C=CCc1ccccc1OCC(O)Cn1c2ccccc2c2ccccc21 (stereo not drawn)	-59	1
Cc1cc(-c2ccccc2)nc2cc(C(=O)N3CCN(c4ccccc4)CC3)nn12	46	-1
Cc1cc(C)n(-c2cc(N3CCCC(C(=O)Nc4cccc(C(F)(F)F)c4)C3)ncn2)n1 (stereo not drawn)	-15	0
COC(=O)C1=C(N)OC2=C(C(=O)CC(C)(C)C2)C1c1cccs1 (stereo not drawn)	-6	0
COc1ccc(C(O)CN2CCN(c3cc(C)ccc3C)CC2)cc1 (stereo not drawn)	-3	-4
CSc1cccc(NC(=O)N2CC3CC2CC3NS(=O)(=O)c2ccccc2)c1 (stereo not drawn)	5	-6
CCC(=O)N1CCc2cc(Br)cc(S(=O)(=O)NCc3cccnc3)c21	-3	-1
CCc1nc(C2CCCN(Cc3cccs3)C2)n[nH]1 (stereo not drawn)	9	-12
CCCCc1ccc(NC(=O)C2Cc3ccccc3C(=O)O2)cc1 (stereo not drawn)	-2	4
CCN1CCN(CCNC(=O)C2CCN(c3nc4cccnc4s3)CC2)CC1	-5	-2
COc1cccc(-c2nc(=S)c3c([nH]2)Oc2c(cccc2OC)C3)c1O	53*	43
O=C(NCc1ccccc1Br)C1CCCN(C(=O)c2ccccc2F)C1 (stereo not drawn)	32	-16
O=C1OC(c2cccc(Cl)c2)=N/C1=C\c1ccc(Br)cc1	4	13
CN(C(=N)N=C(N)N)c1ccccc1	-6	nt
COC(=O)c1ccccc1NC(=O)c1sc2nc(C)ccc2c1N	-11	-13
Cc1nc2sc(C(=O)Nc3ccc(Br)cc3)c(N)c2c(C)c1C	-7	1
N#CC1=C(N)Oc2cc(N)ccc2C1c1cccc(I)c1 (stereo not drawn)	16	-4
COc1cc(NC(=O)c2cc3cc4ccc(Cl)cc4nc3o2)cc(OC)c1OC	17	-3
CCOc1ccccc1C1Nc2ccccc2NC2=C1C(=O)CC(c1ccc3c(c1)OCO3)C2 (stereo not drawn)	18	4
O=C1CSCC(=O)N1c1csc(C(F)(F)F)c1-c1ccccc1	nt	1&-2
CCC(=O)Nc1cccc(-c2noc(C3CCN(C(=O)c4cccc(C)c4)CC3)n2)c1	18	-2
COCCN(Cc1ccsc1)C(=O)c1cc(Cl)ccc1Cl	-10	0
COc1ccc(/C=C/c2nc(=O)c(-c3ccccc3)c(C)o2)cc1	3	1
OCCSCCc1ccncc1	-6	-1
COc1ccc(Cl)cc1NC(=O)CSc1nc(=O)n(CCCO)c2c1CCCC2	57*	-18
Cc1nnc(-c2ccc3ccn(CC(=O)Nc4ccccc4F)c3c2)o1	-7	5
NCCOc1ccc2nnc(-c3ccccc3)n2n1	-10	0
COc1ccc(CNC(=O)C2(C)Cc3ccccc3C(=O)N2c2ccc(C)cc2)cc1 (stereo not drawn)	0	-3
O=C(Nc1ccccc1)N1CCc2nc(-c3ccccc3)ncc2C1	4	-6
COc1ccc(C(=O)NCCc2ccc(F)cc2)cc1[N+](=O)[O-]	-3	-9
C=CCN(CC=C)C(=O)c1ccc(N2C(=O)CCC2=O)cc1	4	4
O=C(NCCc1ccccc1)NCCC1CCN(C(=O)Nc2cccc(Cl)c2)CC1	6	-2
Cc1cc(C)n(C(=O)c2ccc(Cl)cc2)n1	-3	2
Cc1ccc(CC(=O)N2CCCN(c3ncccc3-c3nc(C)no3)CC2)cc1	-1	-1

Next part, starting with the last six of the part before.
SMILES	mHTT CaM bind	Pf apPOL block
O=C(Nc1ccccc1)N1CCc2nc(-c3ccccc3)ncc2C1	4	-6
COc1ccc(C(=O)NCCc2ccc(F)cc2)cc1[N+](=O)[O-]	-3	-9
C=CCN(CC=C)C(=O)c1ccc(N2C(=O)CCC2=O)cc1	4	4
O=C(NCCc1ccccc1)NCCC1CCN(C(=O)Nc2cccc(Cl)c2)CC1	6	-2
Cc1cc(C)n(C(=O)c2ccc(Cl)cc2)n1	-3	2
Cc1ccc(CC(=O)N2CCCN(c3ncccc3-c3nc(C)no3)CC2)cc1	-1	-1
Cc1ccc(-c2nnn(CC(=O)Nc3ccccc3Cl)n2)cc1	-5	-6
COC(=O)C1CN(C2CC2)CCS(=O)(=O)N1Cc1cn(Cc2ccc(Cl)cc2)nn1 (stereo not drawn)	-6	-6
CC(C)(C)NC(=O)c1ccncc1	-9	0
COc1ccccc1-c1onc(C)c1C(=O)NCc1ccccc1Cl	-6	0
CC1=CCC(C(=O)O)C(C(=O)Nc2ccc([N+](=O)[O-])cc2)C1 (stereo not drawn)	4	1
COc1cccc(COC2CCCN(C(=O)c3cccs3)C2)c1 (stereo not drawn)	-4	-3
Cc1ccc(-n2nc3c(c2NC(=O)C(C)C)CS(=O)(=O)C3)c(C)c1	-3	-6
Nc1ncnc(NCCN2CCOCC2)c1[N+](=O)[O-]	-8	-4
COc1ccc(CNC(=O)N2CCC(Cc3nc4cccnc4n3C)C2)cc1 (stereo not drawn)	1	-7
O=C(Nc1ccc(Cl)c(Cl)c1)c1cc(S(=O)(=O)NC2CCCCC2)ccc1F	78*	-4
CC(C)(C)C(=O)NCCN1CCOCC1	-6	-3
CN(C)[C@H]1CCN(c2cccc3c2S(=O)(=O)N2CC[C@@H](C2)O3)C1	4	-4
COc1ccc(Cl)cc1NC(=O)c1cc2cccc(OC)c2oc1=Nc1ccc(C(=O)O)cc1	18	-4
Cc1ccccc1CS(=O)(=O)Cc1ccc(C(=O)NC(C)c2ccccc2)o1 (stereo not drawn)	-1	-11
Cc1ccc(C(=O)Nc2ccc(C(N)=O)cc2)cc1Br	0	-4
CC(C)C(C(=O)Nc1ccc(Br)cc1)N1C(=O)c2ccccc2C1=O (stereo not drawn)	-2	2
OCCN1C2=NCCCN2c2ccccc21	-9	-4
O=C(NC1CC1)c1nnn(-c2ccccc2Cl)c1-c1cccnc1	-3	0
CCc1cc(C2CCCN2C(=O)c2ccccc2OC)on1 (stereo not drawn)	-3	-3
CCCNC(=O)c1nnn(Cc2ccc(Cl)cc2)c1-n1cccc1	8	-4
Cc1cc(Cl)ccc1OCC(=O)Nc1nnc(CCC(=O)c2ccccc2)s1	-4	7
O=S(=O)(c1cccc(Cl)c1)N1CCC(c2noc(-c3ccc(F)cc3)n2)CC1	-5	-14
O=C(CCCOc1ccccc1)Nc1nnc(C2CCCCC2)s1	3	-3
Cc1ccc(C(=O)N2CCN(c3nnc4cccc(C)n34)CC2)cc1C	-2	-4

Filtered by structure: those above containing an aryl thioether with sulfur outside any ring (five)
SMILES	mHTT CaM bind	Pf apPOL block
CC(=O)Nc1cc(Sc2ccc(Cl)cc2)c(F)cc1[N+](=O)[O-]	nt	4
C=CCn1c(SCC(=O)NNC(=S)Nc2ccccc2)nnc1-c1ccccc1	nt	-86
O=C(CSc1ccccn1)Nc1ccccc1C(F)(F)F	-15	2
CSc1cccc(NC(=O)N2CC3CC2CC3NS(=O)(=O)c2ccccc2)c1 (stereo not drawn)	5	-6
COc1ccc(Cl)cc1NC(=O)CSc1nc(=O)n(CCCO)c2c1CCCC2	57*	-18

(listing goes on)
SMILES	mHTT CaM bind	Pf apPOL block
COc1ccc(-c2cc(C(=O)NCCCn3ccnc3)no2)cc1OC	8	0
Cc1nc(S(=O)(=O)N2CC(CN(C)C)C3(CCOCC3)C2)cn1C (stereo not drawn)	-11	-1
CC(C)N(C)C(=O)C1CN(C(=O)C2CCCC2)CC1c1cccc(C(F)(F)F)c1 (stereo not drawn)	25	-2
O=C(Nc1ccc2c(c1)OCO2)c1cn(-c2ccc(F)cc2F)c(=O)c2ccccc12	21	-3
Cc1noc(-c2nn(C)c3c2CN(S(=O)(=O)c2ccc(Cl)cc2)CC3)n1	32	-4
N#CC(=Cc1ccc(C(F)(F)F)cc1)c1ccc(OC(=O)c2sc3ccccc3c2Cl)cc1	nt	1
COc1ccc(C2CC(=O)C3=C(C2)NC(C)=C(C#N)C3c2ccc(Br)cc2)cc1 (stereo not drawn)	-5	-1
CC(=O)NC(=O)c1cc2cc(Cl)cc(Cl)c2oc1=Nc1cccc(C#N)c1	-3	1
Cc1ccc(-c2cc(=O)n(CC(=O)Nc3ccc(C)c(C)c3)[nH]2)cc1	10	2
Cc1onc(-c2ccccc2Cl)c1C(=O)NCCOc1ccccc1Cl	-10	-1
COc1ccc(C(=O)Nc2ccc(I)cc2C)cc1	-3	-3
CCOc1ccc(CNC(=O)C2CCC(=O)N2C2CCCC2)cc1OC (stereo not drawn)	1	-11
CCNC(=O)C1CCc2sc(C(=O)N3CCC(C)CC3)cc2C1 (stereo not drawn)	6	-5
Cc1cc(S(=O)(=O)NCC(C)(O)c2cccs2)c(Cl)cc1Cl (stereo not drawn)	-10	-2

Assay outcomes: PubChem, University of Kansas High Throughput Screening Laboratory
